Bioassay records as filed in PubChem.
MazF activator = activators of E. coli MazEF toxin-antitoxin RNase, primary screen, biochemical, fluorescence, uHTS | Endoribonuclease toxin MazF (Escherichia coli (strain K12)), P0AE70 | FAM/BHQ RNA-DNA oligo cleavage fluorescence, 5 h | 350,000 compounds, 0.32% hits | activation, % at 20 µM; in the data active = activation above about 50%
Target sequence (P0AE70 whole entry, looked up): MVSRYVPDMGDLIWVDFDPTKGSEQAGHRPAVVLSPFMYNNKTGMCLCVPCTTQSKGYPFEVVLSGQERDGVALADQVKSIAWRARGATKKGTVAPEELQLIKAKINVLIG
Rv3671c protease = Rv3671c serine protease inhibitors, primary screen, biochemical, fluorescence polarization, M. tuberculosis H37Rv. 320,000 compounds, 0.048% hits. inhibition, % at 5.96 µM. P9WHR9; in the data active = inhibition above about 38%;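 note: extracellular domain of Rv3671c used as enzyme; 0% = enzyme with DMSO and 100% = no enzyme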
BoNT F protease = BoNT/F light chain protease inhibitors, primary screen, biochemical, flow cytometry, MLPCN library. AID 588497, 2011. 360,000 compounds, 0.22% hits. Multiplex microsphere protease cleavage assay. Botulinum neurotoxin type F light chain protease (Clostridium botulinum). inhibition, % at 10 µM; in the data active = inhibition above about 35%, passing the limit was not always enough; note: plate controls were buffer without enzyme for full effect and enzyme alone for no effect
GDH-TPI inh = GDH-TPI coupling enzyme inhibitors, primary screen, artefact control for M. tuberculosis FBA inhibitor project, biochemical, absorbance, full deck; GDH-TPI coupled enzyme counterscreen, NADH absorbance; inhibition, % at 4.8 µM; 360,000 compounds, 1.2% hits; in the data active = inhibition above about 30%;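 note: 0% = DMSO wells and 100% = wells lacking the enzyme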
PrPC surface inh = inhibitors of human cell surface prion protein PrPC, primary screen, cell-based, TR-FRET; inhibition, % at 13.8 µM; AID 720596, 2013; 370,000 compounds, 0.43% hits; TR-FRET read-out; in the data active = inhibition above about 24%; note: 0% = median of the test wells and 100% = reference compound wells
FadD28 FP inh = inhibitors of FadD28 bisubstrate probe binding, primary screen, biochemical, fluorescence polarization, single point. Mycobacterium tuberculosis FadD28 fatty-acid-AMP ligase. inhibition, % at 12.5 µM. 360,000 compounds, 0.22% hits; in the data active = inhibition above about 8.5%, passing the limit was not always enough
BioA inh = M. tuberculosis BioA enzyme inhibitors, primary screen, biochemical, plate reader, single point, HTS; 7,8-diaminopelargonic acid synthase BioA (Mycobacterium tuberculosis); inhibition, % at 9.99 µM; 360,000 compounds, 0.096% hits; AID 602481, 2012; purified M. tuberculosis BioA enzyme; in the data active = inhibition above about 40%
UGM FP inh = M. tuberculosis UGM enzyme inhibitors, primary screen, biochemical, fluorescence polarization, single point; UDP-galactopyranose mutase (Mycobacterium tuberculosis (strain ATCC 25618 / H37Rv)), …; 320,000 compounds, 0.06% hits; purified UGM, fluorescence polarization probe displacement; inhibition, % at 10 µM; in the data active = inhibition above about 10%, passing the limit was not always enough
Target sequence (P9WIQ1 whole entry, looked up): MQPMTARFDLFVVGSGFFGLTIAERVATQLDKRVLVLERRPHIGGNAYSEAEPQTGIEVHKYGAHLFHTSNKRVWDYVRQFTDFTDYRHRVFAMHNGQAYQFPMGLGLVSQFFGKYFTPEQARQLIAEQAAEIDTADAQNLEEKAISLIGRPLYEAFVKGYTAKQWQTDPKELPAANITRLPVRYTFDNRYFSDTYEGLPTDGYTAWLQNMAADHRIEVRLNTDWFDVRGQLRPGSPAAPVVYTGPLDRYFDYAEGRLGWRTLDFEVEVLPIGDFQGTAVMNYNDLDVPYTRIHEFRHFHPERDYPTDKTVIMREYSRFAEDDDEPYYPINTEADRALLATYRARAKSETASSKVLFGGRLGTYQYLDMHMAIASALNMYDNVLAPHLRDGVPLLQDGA
FBA Mtb inh = Mtb FBA enzyme inhibitors, primary screen, biochemical, fluorescence, strain H37Rv. Fructose-bisphosphate aldolase (Mycobacterium tuberculosis (strain ATCC 25618 / H37Rv)), …. purified M. tuberculosis FBA, fluorescence read-out. inhibition, % at 1 µM. 360,000 compounds, 2.3% hits. AID 588726, 2011; in the data active = inhibition above about 27%;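 note: 0% = vehicle and 100% = reference inhibitor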
Target sequence (P9WQA3 whole entry, looked up): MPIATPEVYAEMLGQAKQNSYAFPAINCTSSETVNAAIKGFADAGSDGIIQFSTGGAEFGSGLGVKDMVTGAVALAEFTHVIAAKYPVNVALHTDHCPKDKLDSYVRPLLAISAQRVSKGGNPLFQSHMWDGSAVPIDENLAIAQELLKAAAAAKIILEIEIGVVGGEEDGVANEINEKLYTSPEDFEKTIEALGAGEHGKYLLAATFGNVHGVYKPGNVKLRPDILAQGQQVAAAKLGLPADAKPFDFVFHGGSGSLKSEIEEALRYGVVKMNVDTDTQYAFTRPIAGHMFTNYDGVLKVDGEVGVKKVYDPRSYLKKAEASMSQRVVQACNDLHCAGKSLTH
Active calls of the source: *.

For COc1ccc(CNC(=O)CCCn2c(=S)[nH]c3cc4c(cc3c2=O)OCO4)cc1 the results were MazF activator -31.5, Rv3671c protease -3.2, BoNT F protease -3.0, GDH-TPI inh 3.4, PrPC surface inh 4.9, FadD28 FP inh -2.3, BioA inh -0.1, UGM FP inh 2.5 and FBA Mtb inh -2.4.
O=C(CCCCCN1C(=O)c2cccc3cccc(c23)C1=O)N1CCOCC1 was read as MazF activator -1.1, Rv3671c protease -1.2, BoNT F protease -6.4, GDH-TPI inh 11.2, PrPC surface inh -9.5, FadD28 FP inh -0.8, UGM FP inh -4.6 and FBA Mtb inh 11.3.
For COc1ccc(Nc2nc(C(=O)NCCCN3CCOCC3)cs2)cc1 the results were MazF activator 4.1, Rv3671c protease -7.5, BoNT F protease -3.0, GDH-TPI inh 9.7, PrPC surface inh -2.1, FadD28 FP inh -2.1, BioA inh -0.4, UGM FP inh 1.2 and FBA Mtb inh -0.9.
`COCC(=O)OCC(=O)N1N=C(c2ccc(Cl)cc2)CC1c1ccco1` (stereo not given) gave MazF activator 7.6, Rv3671c protease 3.0, BoNT F protease -4.5, GDH-TPI inh 2.5, PrPC surface inh 2.9, FadD28 FP inh -0.6 and FBA Mtb inh 0.7.
For CCc1noc(C)c1C(=O)N(CC(C)C)c1c(N)n(Cc2ccccc2)c(=O)[nH]c1=O the results were MazF activator 1.1, BoNT F protease 4.5, GDH-TPI inh 7.6, PrPC surface inh 1.6, FadD28 FP inh -1.3, BioA inh -2.1 and FBA Mtb inh 2.4.
Screening COc1ccc(CC(=O)NC2CCN(CC(=O)Nc3ccc4c(c3)OCCO4)CC2)cc1OC returned MazF activator -0.9, Rv3671c protease -4.2, BoNT F protease -4.1, GDH-TPI inh 2.6, PrPC surface inh 1.1, FadD28 FP inh -3.6, BioA inh -1.5, UGM FP inh -4.2 and FBA Mtb inh 0.6.
For COc1cc(NC(=S)Nc2ncccc2C)cc(OC)c1OC the results were MazF activator 2.6, Rv3671c protease -2.9, BoNT F protease -2.0, GDH-TPI inh 13.2, PrPC surface inh -6.8, FadD28 FP inh -3.5, BioA inh 1.6, UGM FP inh -0.6 and FBA Mtb inh -0.2.
CC(O)C(NC=C1C(=O)OC(C)(C)OC1=O)C(=O)O (stereo not given) was read as MazF activator 1.5, Rv3671c protease -0.1, BoNT F protease -6.6, GDH-TPI inh 5.5, PrPC surface inh -0.7, FadD28 FP inh -0.1, UGM FP inh 0.6 and FBA Mtb inh 3.5.
`Cc1nn(C)c(C)c1C(C)NC(=O)c1cc(COc2cncc(Cl)c2)on1` (stereo not given) gave MazF activator 6.2, Rv3671c protease 1.8, BoNT F protease 2.8, GDH-TPI inh -2.2, PrPC surface inh 11.8, FadD28 FP inh 1.5, BioA inh -1.4, UGM FP inh -0.4 and FBA Mtb inh 2.2.
COc1ccc(CN(C(=O)c2ccc(-c3ccccc3)[nH]2)C(C(=O)NC(C)(C)C)c2ccncc2)cc1 (stereo not given) was read as MazF activator -4.8, Rv3671c protease -0.9, BoNT F protease -7.7, GDH-TPI inh 6.6, PrPC surface inh 10.8, FadD28 FP inh -2.5, BioA inh -1.1, UGM FP inh 0.7 and FBA Mtb inh 2.2.
`CC1=C(C(=O)OCCOc2ccccc2)C(c2ccc(C)o2)C2=C(CC(C)(C)CC2=O)N1` (stereo not given) gave MazF activator 1.6, Rv3671c protease -4.7, BoNT F protease 1.1, GDH-TPI inh 16.2, PrPC surface inh 1.2, FadD28 FP inh -4.3, BioA inh 2.9, UGM FP inh 0.8 and FBA Mtb inh -1.3.
`c1ccc(OCCSc2nnnn2-c2ccccc2)cc1` gave MazF activator -4.3, Rv3671c protease 3.8, BoNT F protease 3.0, GDH-TPI inh 3.1, PrPC surface inh 3.1, FadD28 FP inh -1.1, BioA inh -0.3, UGM FP inh 1.3 and FBA Mtb inh -2.1.

Structural class, the entries above with sulfur (4)
For COc1ccc(CNC(=O)CCCn2c(=S)[nH]c3cc4c(cc3c2=O)OCO4)cc1 the results were MazF activator -31.5, Rv3671c protease -3.2, BoNT F protease -3.0, GDH-TPI inh 3.4, PrPC surface inh 4.9, FadD28 FP inh -2.3, BioA inh -0.1, UGM FP inh 2.5 and FBA Mtb inh -2.4.
For COc1ccc(Nc2nc(C(=O)NCCCN3CCOCC3)cs2)cc1 the results were MazF activator 4.1, Rv3671c protease -7.5, BoNT F protease -3.0, GDH-TPI inh 9.7, PrPC surface inh -2.1, FadD28 FP inh -2.1, BioA inh -0.4, UGM FP inh 1.2 and FBA Mtb inh -0.9.
For COc1cc(NC(=S)Nc2ncccc2C)cc(OC)c1OC the results were MazF activator 2.6, Rv3671c protease -2.9, BoNT F protease -2.0, GDH-TPI inh 13.2, PrPC surface inh -6.8, FadD28 FP inh -3.5, BioA inh 1.6, UGM FP inh -0.6 and FBA Mtb inh -0.2.
`c1ccc(OCCSc2nnnn2-c2ccccc2)cc1` gave MazF activator -4.3, Rv3671c protease 3.8, BoNT F protease 3.0, GDH-TPI inh 3.1, PrPC surface inh 3.1, FadD28 FP inh -1.1, BioA inh -0.3, UGM FP inh 1.3 and FBA Mtb inh -2.1.

Further entries
CCOc1cc(/C=N/n2c(C)nc3sc(C)c(C)c3c2=O)ccc1O was read as MazF activator 7.2, Rv3671c protease -9.2, BoNT F protease -2.7, GDH-TPI inh 11.5, PrPC surface inh 4.3, FadD28 FP inh -3.0, UGM FP inh -1.0 and FBA Mtb inh -6.6.
For O=C(c1cc(COc2ccc(F)c(F)c2)on1)N1CCOCC1 the results were MazF activator -16.0, Rv3671c protease -0.8, BoNT F protease 1.9, GDH-TPI inh -0.4, PrPC surface inh -0.6, FadD28 FP inh -1.3, BioA inh 0.0, UGM FP inh 3.8 and FBA Mtb inh 2.9.
`Nc1ccccc1SCC(=O)Nc1nccs1` gave MazF activator 7.8, Rv3671c protease -3.5, BoNT F protease -7.4, GDH-TPI inh -8.3, PrPC surface inh 6.7, FadD28 FP inh -4.1, UGM FP inh 1.7 and FBA Mtb inh -0.7.
O=C(CCC(=O)N1C[C@H]2C[C@@H](C1)c1cccc(=O)n1C2)NCc1ccccc1 was read as MazF activator 2.2, Rv3671c protease -6.8, BoNT F protease -2.3, GDH-TPI inh -8.8, PrPC surface inh -4.2, FadD28 FP inh -4.4, BioA inh 0.1, UGM FP inh -1.5 and FBA Mtb inh 1.0.
Screening CCOc1ccc(N(CC(=O)NC2CCCC2)C(=O)CCC(=O)Nc2ccccn2)cc1 returned MazF activator -7.4, Rv3671c protease 9.7, BoNT F protease 8.3, GDH-TPI inh -7.8, PrPC surface inh -4.2, FadD28 FP inh -0.2, BioA inh -0.8, UGM FP inh -0.6 and FBA Mtb inh 2.1.
Screening Cc1ccc(-c2noc(CCC(=O)NCCCN3CCN(c4ccc(F)cc4)CC3)n2)cc1 returned MazF activator -7.4, Rv3671c protease -7.2, BoNT F protease -16.4, GDH-TPI inh -7.5, PrPC surface inh 2.0, FadD28 FP inh -6.0, BioA inh -1.0, UGM FP inh 2.7 and FBA Mtb inh 1.6.
Screening COc1ccc(NC(=O)[C@H](NC(=O)[C@@H]2Cc3ccccc3CN2)c2ccccc2)cc1 returned MazF activator -16.7, Rv3671c protease -3.5, BoNT F protease -4.4, GDH-TPI inh 7.6, PrPC surface inh 6.9, FadD28 FP inh -0.3, BioA inh -0.7, UGM FP inh -5.8 and FBA Mtb inh 3.3.
For COC(=O)C1=C(C)OC(N)=C(C#N)C1c1cc2cc(C)ccc2nc1Cl (stereo not given) the results were MazF activator 5.2, Rv3671c protease 3.0, BoNT F protease -7.4, GDH-TPI inh 6.1, PrPC surface inh -2.4, FadD28 FP inh -2.8, UGM FP inh -0.1 and FBA Mtb inh 1.6.
Screening [O-]/[N+](=C/c1ccc(F)cc1)c1ccccc1 returned MazF activator 6.3, Rv3671c protease -3.9, BoNT F protease -7.8, GDH-TPI inh -1.5, PrPC surface inh -1.6, FadD28 FP inh -1.8, BioA inh 0.1, UGM FP inh 1.8 and FBA Mtb inh 1.6.
For Cn1nnnc1SCCNC/C=C/c1ccccc1 the results were MazF activator -2.1, Rv3671c protease 7.0, BoNT F protease -11.3, GDH-TPI inh -8.3, PrPC surface inh -0.6, FadD28 FP inh -3.5, BioA inh 2.7, UGM FP inh 0.2 and FBA Mtb inh 3.5.
CCOCCCNC(=O)C(c1ccccc1)N(Cc1cccs1)C(=O)c1ccccc1O (stereo not given) was read as MazF activator -3.9, Rv3671c protease 1.3, BoNT F protease -1.8, GDH-TPI inh 0.6, PrPC surface inh 0.2, FadD28 FP inh -0.8, UGM FP inh 1.7 and FBA Mtb inh -0.1.
Cc1ccc(N2C(=O)c3cccc4c(Oc5ccccc5[N+](=O)[O-])ccc(c34)C2=O)c(C)c1 was read as MazF activator 11.7, Rv3671c protease -7.6, BoNT F protease -6.3, GDH-TPI inh 9.2, PrPC surface inh -8.6, FadD28 FP inh 0.6, UGM FP inh -2.4 and FBA Mtb inh -1.5.
`CN(CC(=O)NC1CCCCCC1)S(=O)(=O)c1ccc2c(c1)n(C)c(=O)c(=O)n2C` gave MazF activator 4.8, Rv3671c protease 4.2, BoNT F protease 4.3, GDH-TPI inh 13.0, PrPC surface inh -3.3, FadD28 FP inh -2.1, BioA inh 0.0, UGM FP inh -1.4 and FBA Mtb inh 3.0.
`O=C(Nc1ccc(C(F)(F)F)cc1)c1ccccc1-n1cnnn1` gave MazF activator 10.7, Rv3671c protease 4.7, BoNT F protease -7.5, GDH-TPI inh 1.4, PrPC surface inh 10.4, BioA inh 2.6, UGM FP inh -1.4 and FBA Mtb inh 3.3.
CCCn1nc2cc(C(=O)N(CC)c3ccc(OC)cc3)ccc2c1OCC was read as MazF activator 3.4, Rv3671c protease -11.3, BoNT F protease -1.3, GDH-TPI inh 0.0, PrPC surface inh 9.9, FadD28 FP inh -1.7, BioA inh 3.4, UGM FP inh 2.9 and FBA Mtb inh 40.2*.
`O=C(/C=C/c1ccco1)Nc1ccc2nc3n(c(=O)c2c1)CCCC3` gave MazF activator 6.4, Rv3671c protease -0.8, BoNT F protease -3.7, GDH-TPI inh 29.8, PrPC surface inh -12.8, FadD28 FP inh -2.1, UGM FP inh 4.5 and FBA Mtb inh 1.6.
For O=C(COc1ccc(Nc2ccccc2)cc1)OCC(=O)N1CCCCC1 the results were MazF activator -7.4, Rv3671c protease 6.3, BoNT F protease -6.6, GDH-TPI inh -1.4, PrPC surface inh 5.0, FadD28 FP inh -2.2, BioA inh -0.8, UGM FP inh -2.6 and FBA Mtb inh 2.7.
`Cc1ccc(Cn2c(=N)c(C(=O)NCC3CCCO3)cc3c(=O)n4cccc(C)c4nc32)cc1` (stereo not given) gave MazF activator 11.9, Rv3671c protease -3.8, BoNT F protease 4.6, GDH-TPI inh 3.0, PrPC surface inh -23.4, FadD28 FP inh -4.3, BioA inh 14.9, UGM FP inh 0.0 and FBA Mtb inh active.

Rows are unselected; any-hit rate near 4.8%.
